Bioassay records (PubChem BioAssay)
GC-B act: GC-B (human) receptor activation; P20594; HEK293-GC-B cells, CNP EC30, cGMP TR-FRET; 0% at EC30 CNP, 100% saturating CNP; activation, % at 10 µM; 370,000 tested, 0.11% active; AID 1920062;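 active means activation at 10 µM reaching about 35% in either raw or pattern-adjusted values, limit read from the data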
Target sequence (P20594 whole entry, looked up): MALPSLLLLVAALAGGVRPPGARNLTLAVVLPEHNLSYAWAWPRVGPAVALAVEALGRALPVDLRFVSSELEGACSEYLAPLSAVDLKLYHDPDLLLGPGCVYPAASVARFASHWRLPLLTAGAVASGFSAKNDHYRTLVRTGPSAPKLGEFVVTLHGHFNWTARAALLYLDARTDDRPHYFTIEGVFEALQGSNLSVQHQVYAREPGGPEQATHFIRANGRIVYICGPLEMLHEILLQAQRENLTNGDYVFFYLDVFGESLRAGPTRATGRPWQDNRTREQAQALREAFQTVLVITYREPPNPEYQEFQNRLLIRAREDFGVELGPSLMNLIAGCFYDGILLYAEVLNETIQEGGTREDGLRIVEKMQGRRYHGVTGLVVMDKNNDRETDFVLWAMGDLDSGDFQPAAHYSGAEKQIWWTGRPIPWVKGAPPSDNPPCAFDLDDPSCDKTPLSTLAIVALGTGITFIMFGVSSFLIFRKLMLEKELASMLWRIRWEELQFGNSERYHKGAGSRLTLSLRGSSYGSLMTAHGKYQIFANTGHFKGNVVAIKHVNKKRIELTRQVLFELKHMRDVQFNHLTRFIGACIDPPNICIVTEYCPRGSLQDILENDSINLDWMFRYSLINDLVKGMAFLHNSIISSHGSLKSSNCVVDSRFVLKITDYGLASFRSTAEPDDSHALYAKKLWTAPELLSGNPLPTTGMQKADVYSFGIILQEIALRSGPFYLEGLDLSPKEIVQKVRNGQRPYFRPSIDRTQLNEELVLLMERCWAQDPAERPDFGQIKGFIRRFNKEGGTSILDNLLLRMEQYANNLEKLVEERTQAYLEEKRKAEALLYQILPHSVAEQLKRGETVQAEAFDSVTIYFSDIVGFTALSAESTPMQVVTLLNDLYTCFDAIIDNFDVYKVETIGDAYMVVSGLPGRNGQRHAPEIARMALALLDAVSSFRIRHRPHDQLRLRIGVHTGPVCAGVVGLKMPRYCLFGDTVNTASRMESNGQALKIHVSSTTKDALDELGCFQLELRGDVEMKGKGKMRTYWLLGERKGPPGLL
SIAE inh: blocks human sialic acid acetylesterase | SIAE FP-Rh probe binding, fluorescence polarization | inhibition, % at 9.66 µM | 370,000 tested, 0.69% active | AID 1053197;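 active means inhibition above a cutoff: mean of compounds within the control limits plus 3 SD of those, cut at about 17% in these data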;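 further: 0% = plate median of compound wells and 100% = probe without SIAE protein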
TCR-CD3 inh: blocks the human TCR-CD3 interaction; AID 651800; inhibition, % at 9.4 µM; 360,000 tested, 0.37% active; TAMRA-labeled TCR probe fluorescence, biochemical; in the data active means inhibition above about 19%;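 further: recombinant mutant TCR 2C K166C tagged with TAMRA read by polarization; 0% = receptor in buffer alone and 100% = receptor with positive control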
HTRA1 inhibitor: inhibitors of human serine peptidase HTRA1. recombinant HTRA1, FP-rhodamine activity-based probe, fluorescence polarization. inhibition, % at 5.96 µM. 340,000 tested, 0.5% active; in the data active means inhibition above about 36%;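 further: 0% = enzyme with DMSO and 100% = wells lacking enzyme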
NPR1 activator: GC-A (human) enzyme activation; activation, % at 10 µM; HEK293 GC-A cells, cGMP TR-FRET, EC30 ANP; 0% at EC30 ANP, 100% saturating ANP; AID 1671463; P16066; 370,000 tested, 0.14% active; in the data active means activation above about 40%
UHRF1 binding: blocks human UHRF1 binding to methylated DNA | UHRF1 binding to methylated oligo, TR-FRET | inhibition, % at 4.4 µM | AID 687016 | 370,000 tested, 0.75% active; in the data active means inhibition above about 21%;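 further: UHRF1 SRA domain binding a hemimethylated CpG hairpin DNA probe; 0% = median of test compound wells and 100% = reference inhibitor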
PRMT1 inh: inhibitors of human PRMT1; Q99873; recombinant PRMT1, activity-based probe fluorescence polarization; inhibition, % at 2.79 µM; 370,000 tested, 1.3% active;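 active means inhibition above about 21% made by adding two undisclosed values, limit read from the data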
ABHD4 inh: ABHD4 (mouse) inhibition, primary FP screen | AID 720543 | Q8VD66 | 370,000 tested, 0.54% active | purified mABHD4, FP-Rh probe fluorescence polarization | inhibition, % at 8.92 µM;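 active means inhibition exceeding the mean over every tested compound plus 3 SD, cut at about 30% in these data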;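 further: 0% = plate median of compound wells and 100% = S159A mutant with DMSO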
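Doses – 8.92 µM, single dose · Material – wild-type mouse ABHD4 protein · Replication – single well per compound (singlicate) · Measure – percent inhibition of probe binding, normalized to plate controls · Schedule – 45 min compound pre-incubation plus 60 min probe step, 25 °C · Detection – fluorescence polarization with parallel and perpendicular emission, 525/598 nm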
rCAG RNA binder: r(CAG) repeat RNA binding; inhibition, % at 3 µM; TO-PRO-1 dye displacement fluorescence; 370,000 tested, 1.3% active; AID 651821;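 active means inhibition above the plate cutoff, the mean of all test compounds on that plate plus 3 SD, cut at about 35% in these data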;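 further: 0% = DMSO alone and 100% = 100 µM mitoxantrone as full dye displacement; higher means more dye released from RNA so lower well fluorescence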
MBD2 inh: inhibitors of human MBD2 binding to methylated oligonucleotide; Q9UBB5; TR-FRET; inhibition, % at 4.4 µM; 370,000 tested, 0.31% active; AID 686964; in the data active means inhibition above about 13%
* = called active by the depositor; / = no result given.

canonical_smiles	GC-B act	SIAE inh	TCR-CD3 inh	HTRA1 inhibitor	NPR1 activator	UHRF1 binding	PRMT1 inh	ABHD4 inh	rCAG RNA binder	MBD2 inh
COc1ccccc1Oc1ccc(S(=O)(=O)N2CCCCC2C)cc1 (stereo unspecified)	3	3	-2	-17	3	-3	4	0	-4	0
COc1ccc(CC(=O)NNC(=O)CSc2nnc(C)n2-c2ccccc2)cc1	-1	3	7	4	-1	-1	2	6	-1	-5
Cc1ccc(C(=O)Nc2cccc3ccccc23)cc1	-1	-7	-6	-10	4	3	3	-13	-1	2
COc1ccc(NC(=O)CN2CCN(c3nc(-c4cccc(OC)c4)cs3)CC2)cc1	-1	2	-2	-23	-8	3	3	-9	12	1
CC(Oc1ccccc1)C(=O)Nc1ccc(NC(=O)c2ccccc2)cc1 (stereo unspecified)	-5	2	-2	1	3	0	1	5	0	0
CC1(Oc2ccc(Cl)cc2)CCN(Cc2csc3ccccc23)C1 (stereo unspecified)	-8	3	2	/	-3	0	1	1	0	0
C[C@H](NC(=O)OCc1ccccc1)C(=O)N[C@@H](Cc1c[nH]c2ccccc12)C(=O)O	7	0	0	0	1	0	2	-1	2	-6
Cc1ccc(S(=O)(=O)C2(C(=O)O)CCCC2)cc1C	4	4	1	2	1	0	1	2	1	-2
CCOC(=O)c1cnc2c(C)cccc2c1Nc1cccc(C(=O)O)c1	4	1	-2	4	-3	-3	-4	1	2	-2
CN(c1ccc(O)cc1)c1nc(-c2ccccc2)cs1	-1	16	3	11	-2	-5	1	-2	3	-1
CCOc1ccc(CN2CCN(Cc3[nH]c4ccccc4c3C)CC2CCO)cc1 (stereo unspecified)	10	3	10	-2	3	0	-2	10	-8	-3
CCn1c(=O)cc(OCC(=O)NCCC(C)C)c2ccccc21	-4	-5	3	2	0	1	2	-4	-4	-5
COC(=O)c1sc2nc(CN3CCN(c4ccc(OC)cc4)CC3)[nH]c(=O)c2c1C	2	11	1	7	-2	0	1	0	3	-7
Cc1ccc(OCCCC(=O)N(C)CC(=O)Nc2ccccc2Cl)cc1	0	0	0	-4	0	-1	3	-3	-5	-4
COc1ccc(N2CCN(C(=O)CC34CC5CC(CC(C5)C3)C4)CC2)c([N+](=O)[O-])c1	2	8	2	10	-2	0	1	6	-6	-2
Cc1cccc(-n2c(SCC(=O)Nc3ccc4c(c3)OCO4)nnc2-c2ccoc2C)c1	-8	7	1	3	-14	-1	-2	8	3	-7
COc1ccc(CN(C)C(=O)c2ccc(NS(=O)(=O)c3ccc(F)cc3)cc2)c(OC)c1OC	3	-4	-7	-8	2	2	6	7	1	-1
CCN(c1ccc(OC)cc1)S(=O)(=O)c1nnc(NC(=O)C2CCCCC2)s1	0	-3	-7	-2	-2	5	0	-5	6	3
O=C(O)C1CCCCC1C(=O)Nc1ccccc1Cl (stereo unspecified)	3	0	1	1	-3	0	0	-5	-1	-5
N#C/C(=C\c1ccc[nH]1)C(=O)Nc1ccccc1F	1	-3	3	-6	6	1	5	5	0	0
Cc1cccc(C(=O)OCC(=O)c2ccc3c(c2)NC(=O)CO3)c1	3	-3	0	-2	2	-2	-1	-5	4	2
Cc1ccccc1-n1c(C)n[nH]c1=S	1	-3	3	16	2	2	-1	-7	-1	-3
Cc1nn(-c2ccccc2)c(Cl)c1CN(C(=O)CCl)c1ccc(Cl)cc1	-20	2	0	-7	-36	3	-1	3	-7	-3
Nc1c(N(CCC2=CCCCC2)C(=O)Cc2ccc(F)cc2)c(=O)[nH]c(=O)n1Cc1ccccc1	-3	-14	11	-16	-2	-2	-2	5	1	1
Cc1c(NC(=O)c2cccc(NC(=O)Cc3ccc(F)cc3)c2)c(=O)n(-c2ccccc2)n1C	-1	13	-5	5	1	0	0	2	4	1
O=S(=O)(Cc1ccccc1)C(CCCc1ccccc1)S(=O)(=O)Cc1ccccc1	5	-9	-4	-24	1	1	0	-24	3	-4
O=C(CCc1nc2cccnc2n1Cc1ccccc1)NCCc1ccc(Cl)cc1	-1	12	0	-5	-9	0	-2	-8	-9	-3
CC(=O)N1CCOc2ccc(S(=O)(=O)N3CCC(C(=O)NCc4ccc(C)cc4)CC3)cc21	-3	3	2	0	4	2	2	-2	-5	2
COc1ccc(NC(=O)CCCc2ccc(OC)c(C)c2)cc1	3	2	9	-5	1	1	1	-1	-5	0
CC(C)COc1ccc(/C=C2/Sc3ccccc3C2=O)cc1	5	-27	3	0	2	-3	-2	-1	1	2
O=C(CCN1C(=O)/C(=C/c2ccc(F)cc2)SC1=S)NNC(=O)c1ccncc1	-2	1	6	8	-2	2	0	-9	0	-2
O=C(CSc1nc2c(sc3ccccc32)c(=O)n1CCO)NCc1ccco1	-2	-9	0	0	-3	0	10	3	9	2
CC12COC3(C(=O)NCCc4ccccc4)CC1CCC32C (stereo unspecified)	1	3	7	2	1	-1	-3	5	-1	2
CCCn1c(N)c(C(=O)CSc2nnc(N)s2)c(=O)[nH]c1=O	-1	-3	-4	6	13	-1	-1	1	0	-5
CCN1CCN(C(=O)c2cc3cc(F)ccc3[nH]2)CC1	11	0	-3	-1	11	3	3	1	1	8
CCN(CC)C(=O)C(=O)c1cccn1-c1ccc(C#N)cc1	-6	4	3	2	5	-3	1	-3	0	0
S=c1[nH]nc(-c2cccnc2)n1Cc1ccccc1	-2	6	2	10	0	-2	-4	2	0	-1
CSCCC(c1nc2ccccc2[nH]1)n1c(=O)c(-c2cc3ccccc3[nH]2)nc2ccccc21 (stereo unspecified)	-2	-10	1	/	-1	-2	1	-7	11	-6
COc1cc(C2CC(=O)Oc3c(C(CCN4CCN(c5ccccc5)CC4)c4ccc(N(C)C)cc4)c(OC)cc(OC)c32)cc(OC)c1OC (stereo unspecified)	4	3	5	-2	1	1	0	14	9	-3
COc1ccc(/C=C/CN2CCCC(C(=O)c3cc(F)ccc3F)C2)cc1 (stereo unspecified)	-2	-1	8	-19	-4	-2	-2	-2	-8	3
NC(=O)CSc1nc(-c2ccccc2)nc2ccccc12	2	-3	0	-12	0	-1	0	-2	5	0
NS(=O)(=O)c1cc2c(cc1Cl)NC(Cc1ccccc1)NS2(=O)=O (stereo unspecified)	1	-7	-3	-4	0	4	4	0	1	3
COc1ccc([C@H]2OC(=O)C[C@H]2C(=O)N2CCN(c3ccccc3Cl)CC2)cc1OC	-27	-2	/	/	-23	-3	-1	-3	0	-4
COC(=O)c1cc(=O)n2c(-c3ccccc3)csc2n1	8	-1	6	1	4	1	0	5	0	-1
CCOC(=O)c1sc(-c2ccccc2)nc1C	-1	-8	-1	5	-2	4	1	-8	-2	8
CCC(C)(C)C1CCC2(CC1)NC(=O)N(CC(=O)N(C)Cc1ccc3c(c1)OCCO3)C2=O (stereo unspecified)	3	6	-4	1	1	3	1	2	0	-8
c1ccc(-c2nnn(C34CC5CC(CC(C5)C3)C4)n2)cc1	2	-5	2	-8	1	0	-1	8	-3	6
COc1ccc(CCN(C)C(=O)CN2C(=O)NC3(CCCCCC3)C2=O)cc1OC	5	6	8	-4	4	4	2	2	0	4
Cc1c(NC(=O)COC(=O)CSc2ccc(C(N)=O)cc2[N+](=O)[O-])c(=O)n(-c2ccccc2)n1C	-1	2	-5	-1	-1	0	14	4	1	-4
C[C@@H](CC#N)CN1CC[C@H](C(C)(C)C)CCC1=O	-2	-1	5	2	1	-1	-2	1	-4	1
CCOC(=O)Cc1c(C)c2ccc(N(CC)CC)cc2oc1=O	4	0	2	5	5	4	2	4	-5	4
Nc1nonc1-c1noc(CCCN2C(=O)c3ccccc3C2=O)n1	-2	-1	2	-4	-2	-2	-2	5	-2	1
COc1ccccc1C(=O)N(CCN(C)C)c1nc2cc(C)cc(C)c2s1	-15	1	2	-1	-13	-2	-3	7	-2	-1
COC(=O)[C@]12CCCCC=C1N(Cc1cccc3ccccc13)C(=O)[C@H](CC(=O)N1CCN(C(=O)c3ccco3)CC1)C2	-1	-2	-1	/	-6	-2	-2	-7	8	-2
Clc1ccc(-c2cccc3nccn23)cc1	-5	-5	-3	/	-1	-1	-3	-15	-2	-9
CCOC(=O)NC(=O)CSc1ccccn1	5	1	6	8	3	1	1	2	-1	1

Next records.
canonical_smiles	GC-B act	SIAE inh	TCR-CD3 inh	HTRA1 inhibitor	NPR1 activator	UHRF1 binding	PRMT1 inh	ABHD4 inh	rCAG RNA binder	MBD2 inh
CCn1nnc(-c2ccccc2NC(=O)C(F)(F)F)n1	-8	6	-6	-5	-2	2	-1	7	1	-5
CN1CCN(C(=O)C2=C[C@H](c3ccccc3)C[C@H](OCc3ccc(CO)cc3)O2)CC1	3	12	1	-1	-3	2	-4	6	-8	-2
COc1ccc(Nc2nc(N)nc(CSC(=S)N3CCCCC3C)n2)cc1 (stereo unspecified)	-5	4	-2	-14	1	-1	1	-7	-2	-7
CC(=O)N1CCc2c(sc(NC(=O)c3ccc([N+](=O)[O-])o3)c2C#N)C1	-1	0	-7	2	-1	-6	9	10	15	-13
O=C(Cn1c(/C=C/c2ccccc2)nc2ccccc21)Nc1ccc(F)cc1	1	-2	1	-34	-3	1	-4	-3	15	4
Cc1sc2ncnc(NCCCO)c2c1C	3	-5	-12	-3	3	1	1	-1	-1	4
O=C(N/N=C/c1ccc[nH]1)c1ccc(Cl)cc1	1	5	7	1	1	-3	0	5	3	0
Cn1cnnc1SCC(=O)N1CCc2ccccc21	-1	-5	4	4	0	-2	-1	3	2	3

3 compounds out of the list above, arranged by their value in UHRF1 binding, lowest first.
Compound	UHRF1 binding
O=C(N/N=C/c1ccc[nH]1)c1ccc(Cl)cc1	-3
Cn1cnnc1SCC(=O)N1CCc2ccccc21	-2
Cc1sc2ncnc(NCCCO)c2c1C	1

Next section
canonical_smiles	GC-B act	SIAE inh	TCR-CD3 inh	HTRA1 inhibitor	NPR1 activator	UHRF1 binding	PRMT1 inh	ABHD4 inh	rCAG RNA binder	MBD2 inh
Cc1nnsc1C(=O)NC(C)c1ccccc1 (stereo unspecified)	0	1	9	14	2	-1	-1	6	-3	0
CC(CCCC(C)(C)O)NCc1cn[nH]c1-c1ccc2c(c1)OCO2 (stereo unspecified)	-2	8	0	-2	-7	3	7	3	-1	9
CCOc1cccc(CN2CCCC(CCC(=O)NCc3ccccc3F)C2)c1O (stereo unspecified)	3	-6	3	-1	3	6	-4	-6	-3	5
CCc1c(C)nc(N2CCOCC2)[nH]c1=O	4	0	4	-1	0	-3	1	-7	0	-1
OC[C@@H]1CN(Cc2ccc(Cl)cc2)C[C@H](n2cnc3c(Nc4ccccc4)ncnc32)O1	2	-3	2	/	3	1	-1	-20	2	4
Cc1ccc(C(=O)C[n+]2ccc(Cc3ccccc3)cc2)cc1	7	4	3	-3	3	0	-3	8	6	-3
COc1cccc(CN(Cc2cccnc2)S(=O)(=O)c2ccc(-n3cnnn3)c(C)c2)c1OC	-2	2	-3	-8	-1	15	0	3	-7	0
CCNC(=O)Cc1c(OC)ccc2cc(Br)ccc12	-2	-4	6	2	-6	-1	0	2	0	-2
COc1ccc2oc(-c3ccco3)cc(=O)c2c1	-8	-3	4	5	2	-12	0	0	2	2
Cn1cc(C(=O)NC2CCCCCC2)c(=O)c2cc(S(=O)(=O)N3CCCC3)ccc21	2	7	-6	0	4	-2	-5	7	0	-3

The list is partial; count on the stated rates, not on these rows.
